TDP1 inh – TDP1 (human) enzyme inhibition; Q9NUW8; recombinant TDP1, AlphaScreen DNA substrate cleavage; Potency, µM (titrated, usually from 130 µM), for inactives: at the top dose activity change, negative = inhibition, hits mostly inhibitors; 350,000 compounds, 0.28% hits; AID 485290; also: nearly all actives have a fitted effect of over 40% in size
Target sequence (Q9NUW8 whole entry, looked up): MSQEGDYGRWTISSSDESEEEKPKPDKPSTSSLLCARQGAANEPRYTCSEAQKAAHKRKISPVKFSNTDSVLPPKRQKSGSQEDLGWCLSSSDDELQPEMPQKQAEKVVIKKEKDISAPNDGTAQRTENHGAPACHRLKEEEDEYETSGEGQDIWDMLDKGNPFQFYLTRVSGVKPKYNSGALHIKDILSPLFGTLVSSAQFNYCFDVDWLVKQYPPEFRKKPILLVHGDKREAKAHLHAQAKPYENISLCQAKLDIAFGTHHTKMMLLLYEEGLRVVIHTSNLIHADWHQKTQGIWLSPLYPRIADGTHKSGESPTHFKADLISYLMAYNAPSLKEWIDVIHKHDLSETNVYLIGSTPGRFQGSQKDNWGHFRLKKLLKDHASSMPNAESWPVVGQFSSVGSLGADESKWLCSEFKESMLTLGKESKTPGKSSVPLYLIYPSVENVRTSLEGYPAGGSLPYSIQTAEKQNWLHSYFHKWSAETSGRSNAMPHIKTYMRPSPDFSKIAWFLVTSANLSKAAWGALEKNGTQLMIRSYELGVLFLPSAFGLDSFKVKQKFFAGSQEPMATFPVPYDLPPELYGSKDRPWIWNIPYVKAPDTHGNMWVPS
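Recombinant E. coli-expressed Tdp1 (1 nM) preincubated with compound 15 min at RT, then 5'-biotin/3'-phosphotyrosine-FITC DNA substrate (15 nM) added for 5 min. AlphaScreen beads (10 ug/ml) added, 10 min RT; tyrosine-FITC cleavage read as signal loss.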
TDP1 cell noCPT – qHTS for Inhibitors of human tyrosyl-DNA phosphodiesterase 1 (TDP1): qHTS in cells in absence of CPT. DT40 Tdp1-/- hTDP1 cells, no CPT, ATP luminescence, 48 h. Potency, µM (doses to about 46.2 µM), inactives show at the highest dose activity change, negative = growth inhibition, hits mostly inhibitors. 420,000 compounds, 15% hits. AID 686978, 2013; also: nearly all actives have a fitted effect of over 55% in size
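Chicken DT40 Tdp1-/- cells complemented with human TDP1, screened without camptothecin (DMSO vehicle only), 400 cells/well. Compounds pin-transferred, cells incubated at 37 °C for at least 48 hr. Growth read as ATP-dependent luminescence (CellTiter-Glo, 30 min at RT).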
DT40 TDP1 CPT – growth inhibition of DT40 Tdp1-/-;hTDP1 cells with camptothecin (screen for TDP1 inhibitors); chicken DT40 Tdp1-/-;hTDP1 cells + 20 nM CPT, ATP luminescence, 48 h; AID 686979; 420,000 compounds, 12% hits; Potency, µM (titrated, usually from 46.2 µM), for the others: top-dose activity change, negative = growth inhibition, hits mostly inhibitors; also: nearly all actives have a fitted effect of over 55% in size
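Chicken DT40 Tdp1-/- cells complemented with human TDP1, 400 cells/well, exposed to compounds plus 20 nM camptothecin for at least 48 h at 37 C; viability read as ATP content by CellTiter-Glo luminescence.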
* marks the source's active call; other numbers are inactive results; ? = inconclusive; . = not tested or not shown; & = joins results of further samples; [ ] = dose if it differs, or a comment. Calls follow the shape of the dose curve; as a rule, active = well fitted curve in the direction sought with a large enough effect; inconclusive = small, poorly fitted or top-dose-only effect, or another doubt; inactive = no such curve, though single readings can be large; an effect the other way counts as inactive or inconclusive. % is scaled to controls: 0 for no effect and ±100 for the full control effect; potency is read from the fitted curve at half-maximal effect. Hits appear at their usual frequency (roughly 18% active in at least one column).

Molecule | TDP1 inh | TDP1 cell noCPT | DT40 TDP1 CPT
CCOC(=O)N1CCN(CC(=O)Nc2cc(C)nn2-c2nc3ccccc3s2)CC1 | 7% | 23µM* | ?
COCCSc1ccccc1C(=O)Nc1ccc(Cl)cn1 | -1% | -28% | ?
COc1ccc(NC(=O)Cc2coc3cc(C)ccc23)cc1S(=O)(=O)N1CCOCC1 | 4% | ? | -24%
COc1cc2c(C)nc3c(cnn3-c3ccccc3)c2cc1OC | 0% | -22% | -17%
COc1ccc(O)c(/C=N/N=C2/C(=O)Nc3ccccc32)c1 | 0% | ? | ?
Cc1cccc(-n2c(C)c(C)c3c(N)ncnc32)c1 | 12% | -19% | -26%
CCCCCCOc1ccc(N2C(=O)CC(N3CCN(CCN=CC4=C(O)CC(C)(C)CC4=O)CC3)C2=O)cc1 (configuration not stated) | 0% | ? | -7%
C=CCn1c(SCC(=O)Nc2ccc(C(=O)OC(C)C)cc2)nnc1-c1cccs1 | 2% | -17% | -21%
CN(C)NC(=O)C12CCC(C)(C(=O)O1)C2(C)C (configuration not stated) | 3% | 3% | 7%
CCOC(=O)c1[nH]c2ccccc2c1NC(=O)c1nonc1C | 4% | 0% | -25%
COc1ccc(CCNC(=S)Nc2ccccc2C)cc1 | 6% | ? | ?
OCCN1CCN(CCSc2ccccc2)CC1 | 6% | 1% | 6%
Cc1ccc(S(=O)(=O)NCCSc2nnnn2-c2ccc(C(N)=O)cc2)cc1 | 8% | ? | -19%
Cc1cc2nc(-c3ccco3)c(Cc3cccc(Cl)c3)n2c(C)c1Br | . | ? | ?
CC(C(=O)NC(C)(C)C)n1c(C(c2ccccc2)c2ccccc2)nc2ccccc21 (configuration not stated) | . | ? | ?

The last three entries of the part before open the next one:
Molecule | TDP1 inh | TDP1 cell noCPT | DT40 TDP1 CPT
Cc1ccc(S(=O)(=O)NCCSc2nnnn2-c2ccc(C(N)=O)cc2)cc1 | 8% | ? | -19%
Cc1cc2nc(-c3ccco3)c(Cc3cccc(Cl)c3)n2c(C)c1Br | . | ? | ?
CC(C(=O)NC(C)(C)C)n1c(C(c2ccccc2)c2ccccc2)nc2ccccc21 (configuration not stated) | . | ? | ?
Cc1cc(NC(=O)c2ccc(N3C(=O)CCC3=O)cc2)no1 | 7% | -13% | 15%
OC(COc1ccc(CNCc2cccnc2)cc1)CN1CCc2ccccc2C1 (configuration not stated) | 6% | ? | -17%
CN(C)C(=O)c1cc([N+](=O)[O-])ccc1O | . | -1% | -21%
O=C(O)CN=C(Nc1cc(Cl)cc(Cl)c1)NC(c1ccccc1)c1ccccc1 | . | ? | ?
CC(C)CN1CCN(Cc2cccn2-c2ccc(Cl)cn2)CC1CCO (configuration not stated) | -8% | ? | -7%
O=C(C1CCCN(S(=O)(=O)c2ccc(Br)s2)C1)N1CCN(c2ccc(F)cc2)CC1 (configuration not stated) | 2% | 12µM* | 18µM*
O=C(Nc1c2c(nn1-c1ccc(F)cc1)CS(=O)C2)c1ccc(Br)o1 (configuration not stated) | -2% | 4% | 1%
CS(=O)(=O)Nc1ccccc1C(=O)NCCSCc1ccccc1 | 5% | ? | -3%
CCCNC(=O)C1(C)CCCN(CC(=O)c2ccc3c(c2)OCCO3)C1 (configuration not stated) | . | -12% | -23%
CC(=O)Nc1cc(C(=O)N2CCN(c3ccccc3)CC2C)cc2ncn(CCc3ccccn3)c12 (configuration not stated) | . | -14% | -11%[9.04 µM]
O=C(COc1ccc(Br)cc1CNC1CCCC1)Nc1ccccc1 | 0% | 18µM* | ?
Cc1ccc(C2=Nc3ccccc3N=C(c3ccc([N+](=O)[O-])cc3)C2)c(O)c1 | 3% | ? | -18%
O=C(NCc1ccc2c(c1)OCO2)C12CC3CC(CC(C3)C1)C2 | 1% | -23% | -16%
CC(C)(C)N(Cc1ccccc1)C(=O)COC(=O)C1CC(=O)N(Cc2ccccc2)C1 (configuration not stated) | . | ? | ?
Cc1c(C(=O)N2CCCC2)sc(NC(=O)c2ccco2)c1C#N | 5% | -25% | -12%
C=CCNC(=O)NC(=O)COC(=O)c1cccnc1SC | 5% | -5% | -2%
CCN1CCCC1CNCc1cc2c(OC)c(OC)c(OC)cc2nc1N(C)C (configuration not stated) | . | -11% | -7%[9.04 µM]
Cc1c([N+](=O)[O-])cc(C(=O)Nc2ccc(NC(=O)c3ccco3)cc2)cc1[N+](=O)[O-] | 8% | -2% | 5%
Cc1ccc(NCc2nnc3n2CCCCC3)cc1Cl | 3% | -10% | 4%
O=S(=O)(C=C(c1ccccc1)c1ccccc1)c1ccccc1 | 0% | ? | ?
CC(C(=O)NC(C)(C)C)n1c(-c2ccccc2)nc2ccccc21 (configuration not stated) | . | -5% | 7%
COc1ccccc1N(CC(=O)NC1CCCCC1)C(=O)CCC(=O)Nc1nccs1 | 4%[0.0935 µM] | ? | 6%
Cc1cc(NC(=O)NC(C)(C(F)(F)F)C(F)(F)F)no1 | . | -26% | 1%
Cc1ccc(C)c(-c2csc(N)c2C(=O)OC(C)C)c1 | 9% | ? | ?
N#CCCN(C(=O)COC(=O)c1cccc(S(=O)(=O)Nc2ccc([N+](=O)[O-])cc2)c1)c1ccccc1 | 5% | -22% | -25%
CCCCCCCN1C/C=C\C(c2ccc(OC)cc2)N(Cc2ccc(F)cc2)C(=O)[C@H]1Cc1ccccc1 (some centres not stated) | 1% | 18µM* | ?
CCOc1cc(CO)cc(Br)c1OCC(=O)Nc1ccccc1C | 5% | -22% | ?
CCCn1c(SCC(=O)N2CCCCC2)nc2c1c(=O)n(C)c(=O)n2C | . | -10% | -1%
Cc1cc(=O)oc(C)c1C(=O)NCC(C)C | 4% | -9% | -10%
CC(=O)c1ccc(N2CCN(C(=O)Nc3cccc(F)c3)CC2)cc1 | 2%&2% | ? | 21µM*
Cc1cc(Oc2ccccc2)nc(N2CCOCC2)n1 | 7% | 3% | -12%
O=C(COC(=O)c1ccccc1Cl)NC(=O)NCc1ccccc1 | 4% | -18% | -13%
O=C(O)c1ccc2cccc(Cl)c2c1O | -5% | ? | -9%
CSCCC(NC(=O)c1ccccc1)C(=O)Nc1ccncc1 (configuration not stated) | 3% | ? | -17%
CCN(CC)C(=O)Oc1ccc(Cl)c2ccccc12 | -9% | -29% | -18%
CSc1ccc(CN(C)C(=O)c2cc(Cl)c3c(c2)OCCO3)cc1 | 5% | -11% | -7%
CCN1C(=O)N(C)[C@@H](c2ccccc2)C(C(C)=O)=C1C | 11%[21 µM] | -21% | -5%
Cc1ccc(-c2csc(NC(=O)C3=COCCO3)n2)cc1C | 0% | 4.1µM* | 13µM*
C[C@H](CO)N1C[C@H](C)[C@@H](CN(C)C(=O)c2ccccn2)Oc2cc(Br)ccc2S1(=O)=O | . | -21% | -10%
Cc1nc2cnc(N(C)C)nc2n(-c2ccccc2)c1=O | . | -8% | -9%
COc1ccc(NC(=O)COc2ccccc2Cc2ccccc2)cc1S(=O)(=O)N1CCOCC1 | -3% | ? | ?
CC(C)c1ccc(OCC(=O)NC2=NCCS2)cc1 | 3% | ? | -25%
COc1ccc(CNC(=O)Nc2cc(C)cc(C)c2)cc1 | 2% | -4% | -8%
Cc1cc(Br)ccc1OCCOCCN1CCCC1 | 6% | ? | ?
CC1CC2C3CCC4=CC(=O)CCC4(C)C3CCC2(C)C1(O)C(=O)CO (configuration not stated) | . | -24% | ?

Entries shown so far containing a tert-butyl group, in the order listed:
Molecule | TDP1 inh | TDP1 cell noCPT | DT40 TDP1 CPT
CC(C(=O)NC(C)(C)C)n1c(C(c2ccccc2)c2ccccc2)nc2ccccc21 (configuration not stated) | . | ? | ?
CC(C)(C)N(Cc1ccccc1)C(=O)COC(=O)C1CC(=O)N(Cc2ccccc2)C1 (configuration not stated) | . | ? | ?
CC(C(=O)NC(C)(C)C)n1c(-c2ccccc2)nc2ccccc21 (configuration not stated) | . | -5% | 7%

(next part)
Molecule | TDP1 inh | TDP1 cell noCPT | DT40 TDP1 CPT
COC(=O)c1csc2c(C(F)(F)F)cc(N3CCN(C(=O)Nc4ccccc4)CC3)nc12 | -1% | ? | ?
O=S(=O)(c1ccc(Br)cc1)c1nc(-c2ccccc2)oc1NCc1cccnc1 | -4% | -18% | ?
CCc1noc(C)c1C(=O)N1CCN(c2ccc([N+](=O)[O-])cc2)CC1 | . | ? | ?
COC(=O)C1(O)CC(CC(C)C)=NN1C(=O)c1ccccc1 (configuration not stated) | 0% | -28% | -2%
O=C(NCC1CCCO1)NC1(C(F)(F)F)Oc2ccccc2O1 (configuration not stated) | 2% | ? | ?
COc1ccccc1CNC(=O)COC(=O)c1c(C)nn(-c2ccccc2)c1Cl | 4% | ? | ?
O=C(COC(=O)c1cc(Br)ccc1Cl)NC(=O)NCc1ccccc1 | -5% | 11% | 9%
Cc1c(C(=O)N2CCCCC2)c(S(=O)(=O)NCc2ccccc2Cl)c(C)n1C | 9% | ? | 23µM*
Cc1ccc(S(=O)(=O)N/N=C2/CC(=O)CC(C)(C)C2)cc1[N+](=O)[O-] | . | -11% | 0%
CN(C(=O)c1cccc(NC(=O)Cc2ccc(NC(=O)C3CCCN(C(=O)C4CCCCC4)C3)cc2)c1)C1CCCCC1 (configuration not stated) | . | ? | ?
COCCCNC(=O)CSc1nc2ccccc2c(=O)n1CCCN1CCCCC1 | . | 0% | -8%
CC(=O)c1ccc(S(=O)(=O)Nc2cccc(-c3cn4c(n3)SCC4)c2)cc1 | 5% | ? | 2%
CC(=O)Nc1cccc(C(=O)NC2CCCc3c2cnn3-c2ccc(C(C)(C)C)cc2)c1 (configuration not stated) | 4% | ? | ?
Cc1ccc(CNC(=O)CN2CCCC(C)C2)cc1 (configuration not stated) | 9% | -9% | -5%
c1ccc(N=C(c2cccs2)N2CCOCC2)cc1 | 1% | ? | -8%
CCC(NC(=O)NNC(N)=S)(C(F)(F)F)C(F)(F)F | . | -4% | -9%
COC(=O)c1[nH]c2ccccc2c1NC(=O)c1ccccc1F | . | ? | -5%
O=C(NCc1ccccc1)C1=C[C@@H](c2ccc3c(c2)OCO3)C[C@@H](OCCCCO)O1 | . | -12% | -13%
CCOc1ccc(N(CC(=O)NC2CCC(C)CC2)S(=O)(=O)c2c(C)noc2C)cc1 (configuration not stated) | 3% | ? | ?
Cc1cccc(/C=N/NC(=O)NC23CC4CC(CC(C4)C2)C3)n1 | . | ? | -17%
COc1cc(CN2CCN(Cc3ccc(SC)cc3)CC2)cc(OC)c1O | -4% | -18% | -21%
COc1cc(/C=N/NS(=O)(=O)c2ccc3ccccc3c2)ccc1OCc1ccc(C(=O)O)cc1 | 5% | -4% | -10%
O=C(Nc1ccccc1)c1[nH]ncc1[N+](=O)[O-] | -1% | -25% | 12%
COc1cccc(NC(=O)C(=O)NCC(c2ccc3c(c2)OCO3)N2CCN(C)CC2)c1 (configuration not stated) | 4% | ? | -23%
Cc1ccc(S(=O)(=O)NCCc2c[nH]c3ccccc23)cc1 | . | 11% | 0%
Cc1ccc(NC(=O)c2cncc(Br)c2)cc1S(=O)(=O)N(C)C | -1% | 15µM* | ?
COc1ccc(N(CC(=O)N2CCN(Cc3ccccc3)CC2)S(C)(=O)=O)cc1Cl | . | ? | ?
C/C(=N\Nc1ccc(C(F)(F)F)cc1[N+](=O)[O-])C1CC1 | 8% | -18% | -22%
CC1CCC/C(=N\NS(=O)(=O)c2ccccc2)C1 (configuration not stated) | 5% | 15% | -5%
Cc1cccc(NS(=O)(=O)c2ccc3oc(=O)c4ncn(C)c4c3c2)c1C | 3% | -7% | -5%
CCc1ccc(NC(=O)c2ccc3c(c2)nnn3CC)cc1 | 5% | ? | 10%
Cc1ccn2c(=O)nc(SCC(=O)NCc3ccc(F)cc3)nc2c1 | -8% | -3% | -2%
Cc1ccc(C)n1Cc1ccc(C(=O)O)cc1 | 3.5µM* | -15% | -15%
COc1ccc(-c2n[nH]c(=S)o2)c(OC)c1 | 1% | ? | ?
Cn1c(=NC(=O)c2ccco2)sc2cccc(F)c21 | -4% | ? | -30%
CC(=O)Nc1sc(C)c(C)c1C(=O)OCC(=O)NCc1ccccc1 | -5% | 3% | 12%
Cc1cc(NC(=O)C2CCN(S(=O)(=O)c3ccc(Br)s3)CC2)ccc1Br | -2% | 16µM* | ?
CCC1=NN(C(=O)COc2ccccc2)C(O)(c2ccc(Br)cc2)C1 (configuration not stated) | 0% | 21µM* | ?
COc1cc([N+](=O)[O-])ccc1NC(=O)Cc1ccc(C)cc1 | 3% | ? | -22%

Bioassay records from PubChem.
